# High-throughput results: PubChem, several laboratories
# PfHsp90 yeast 2 = growth inhibition of PfHsp90-expressing yeast, primary screen, antimalarial PfHsp90 inhibitor project, S. cerevisiae, BacTiter-Glo luminescence, single point, set 2; hit rate 0.32% among 310,000; inhibition, % at 9.4 µM; BacTiter-Glo ATP, 48 h; yeast lacking PDR1 and PDR3 efflux regulators;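 active = every replicate shows inhibition above about 80%, whatever the replicate mean, limit read from the data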;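 note: 0% = DMSO neutral controls and 100% = 20 µM radicicol positive controls; yeast relying on Plasmodium falciparum Hsp90 in place of its own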
# MOR-DOR ag = agonists of OPRM1-OPRD1 heterodimerization, primary screen, cell-based, luminescence | Mu-type opioid receptor (Homo sapiens) + Delta-type opioid receptor (Homo sapiens), … | cells | activation, % at 9.3 µM | hit rate 0.3% among 340,000; in the data active = activation above about 18%;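 note: 0% = vehicle-treated cells and 100% = reference agonist; values of inactives mirror those of a sister screen read the other way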
# Target sequence (P35372 whole entry, looked up): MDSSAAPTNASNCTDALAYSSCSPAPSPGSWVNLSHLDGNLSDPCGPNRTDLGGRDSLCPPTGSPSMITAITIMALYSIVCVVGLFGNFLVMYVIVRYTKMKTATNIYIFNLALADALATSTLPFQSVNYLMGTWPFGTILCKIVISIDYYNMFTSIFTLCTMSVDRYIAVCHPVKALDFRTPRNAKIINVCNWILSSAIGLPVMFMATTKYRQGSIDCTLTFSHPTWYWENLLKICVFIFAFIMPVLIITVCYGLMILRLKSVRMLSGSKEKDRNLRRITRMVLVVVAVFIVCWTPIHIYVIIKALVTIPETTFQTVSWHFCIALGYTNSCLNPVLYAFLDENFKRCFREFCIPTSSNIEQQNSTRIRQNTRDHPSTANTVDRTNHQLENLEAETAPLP
# Target sequence (P41143 whole entry, looked up): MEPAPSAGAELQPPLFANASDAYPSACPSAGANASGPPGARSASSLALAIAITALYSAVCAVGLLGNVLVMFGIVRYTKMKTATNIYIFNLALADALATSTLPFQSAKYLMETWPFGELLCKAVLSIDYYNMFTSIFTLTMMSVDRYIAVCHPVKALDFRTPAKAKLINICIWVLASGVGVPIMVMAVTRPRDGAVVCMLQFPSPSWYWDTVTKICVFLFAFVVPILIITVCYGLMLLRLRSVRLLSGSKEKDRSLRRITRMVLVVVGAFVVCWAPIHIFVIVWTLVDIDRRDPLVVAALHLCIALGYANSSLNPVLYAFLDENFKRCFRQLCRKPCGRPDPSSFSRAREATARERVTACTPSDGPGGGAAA
# PKA-R2B act = activators of PKA-R2B holoenzyme, primary screen, biochemical, fluorescence polarization, Cy5-IP20, human | cAMP-dependent protein kinase catalytic subunit beta (Homo sapiens) + cAMP-dependent … | PKA-R2B holoenzyme dissociation; R2B truncated from residue 108, S112A mutant; 0% DMSO only, 100% 113 µM cGMP | activation, % at 11.4 µM | hit rate 0.079% among 340,000;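 active = activation above a cutoff set at the mean over all compounds plus 3 SD, cut at about 18% in these data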;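 note: higher means more holoenzyme dissociation and a rise in polarization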
# Mot1-301 SUMO = yeast Mot1-301 growth rescue at high temperature, primary screen, SUMOylation pathway inhibitor project, S. cerevisiae, ATP luminescence, 38.5C; S. cerevisiae Mot1-301 growth rescue; percent above DMSO median, 100 means doubled; growth rescue, % at 18.8 µM; hit rate 1% among 320,000;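 active = every valid replicate shows activation above 250% relative to neutral control wells; inactive = the rest, any valid replicate at or below 250%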;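 note: OY570 slx delta 5 strain wells were the positive control but not used for scaling; some compounds called inactive have numbers as strong as hits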
# PKA-R1A activ = activators of PKA-R1A holoenzyme, primary screen, biochemical, fluorescence polarization, Cy5-IP20, bovine R1A, mouse PKAc | hit rate 0.083% among 340,000 | AID 504707, 2011 | activation, % at 11.4 µM | PKA-R1A dissociation; scaled: DMSO 0%, 113 µM cGMP 100% | cAMP-dependent protein kinase type I-alpha regulatory subunit (Bos taurus) + …;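 active = percent activation above the mean of all tested compounds plus 3 SD, cut at about 19% in these data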;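 note: higher means more PKAc released from R1A so a rise in polarization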
# phage Ecoli inh = growth loss of phage-infected E. coli, primary screen, RecBCD inhibitor project, absorbance, with phage, HTS; inhibition, % at 11.9 µM; hit rate 0.26% among 360,000; in the data active = inhibition above about 11%
# HTR5A inv ctr = HTR5A inverse agonists in luminescence cell assay, primary screen, counter-screen for OPRM1-OPRD1 heterodimer inverse agonist project, full-deck HTS; inhibition, % at 9.3 µM; HTR5A cell line, inverse agonism; hit rate 0.083% among 340,000; 5-hydroxytryptamine receptor 5A (Homo sapiens), P47898; in the data active = inhibition mostly above about 23%, no sharp cut-off; inactive = mostly below about 18%;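 note: 0% = cells with DMSO and 100% = no-cell wells with DMSO; some compounds called inactive have numbers as strong as hits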
# E coli growth = E. coli V3065 growth inhibition, primary screen, counter-screen for AddAB inhibitor project, absorbance, OD600 | 18 h | inhibition, % at 11.9 µM | hit rate 0.27% among 330,000 | AID 449728, 2010;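 active = inhibition above the campaign's mean inhibition across all tested compounds plus 3 SD, cut at about 9.9% in these data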;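 note: uninfected addAB+ strain grown without phage in ampicillin broth; 0% = DMSO wells and 100% = ciprofloxacin 0.95 µg/ml wells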
# Tat transport = E. coli Tat export inhibitors, primary screen, MC4100, TorA-mCherry reporter, fluorescence, single point | inhibition, % at 10 µM | hit rate 0.036% among 340,000;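 active = mean replicate inhibition at least 50% and at least half of replicates individually reaching 50%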;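 note: exported cargo escapes ClpAP degradation while cytoplasmic cargo is degraded and loses fluorescence; 0% = median of neutral control wells and 100% = median of NaSCN control wells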
# AddAB inh = growth inhibition of E. coli expressing H. pylori AddAB, primary screen, AddAB inhibitor project, absorbance | inhibition, % at 11.9 µM | hit rate 0.29% among 330,000 | AID 435030, 2010; in the data active = inhibition above about 12%;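 note: 0% = vehicle wells of infected cells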
# OPRM1-OPRD1 inv = inverse agonists of MOR-DOR heterodimerization, primary screen, cell-based, luminescence | Mu-type opioid receptor (Homo sapiens) + Delta-type opioid receptor (Homo sapiens), … | hit rate 0.21% among 340,000 | cell-based MOR-DOR heterodimer luminescence, inverse agonism | inhibition, % at 9.3 µM | AID 504357, 2011; in the data active = inhibition above about 22%, passing the limit was not always enough;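 note: 0% = cells with DMSO and 100% = wells without cells with DMSO; values of inactives mirror those of a sister screen read the other way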
# The depositor's hits bear a star; . = not tested or not shown.
SMILES,PfHsp90 yeast 2,MOR-DOR ag,PKA-R2B act,Mot1-301 SUMO,PKA-R1A activ,phage Ecoli inh,HTR5A inv ctr,E coli growth,Tat transport,AddAB inh,OPRM1-OPRD1 inv
COc1ccc(C(=O)NC2CCCCC2)cc1S(=O)(=O)N1CCCC1,10,2.6,7,.,1,2.7,-43,-2.1,-6,-0.9,-15
O=C(Nc1cccc2ccccc12)N1CCN(c2ccccc2)CC1,5,2.1,-5,-4,-8,2.9,-27,0.9,5,3.1,-9
CCOC(=O)c1ccc(/[N+]([O-])=C/c2ccccc2)cc1,-9,-2.9,-7,-2,-7,-1.1,3,-0.6,-5,2.0,16
O=C(Nc1ccc(Br)cc1)C1CC=CCC1C(=O)OCC1CCCO1 (centres undefined),-8,0.5,-6,19,-2,3.4,-20,0.4,1,2.1,-3
O=C(Cn1cc(C(F)(F)F)ccc1=O)N1CCN(S(=O)(=O)c2ccccc2)CC1,.,-3.2,-1,12,-12,2.3,-25,-1.1,4,4.4,17
CCN(CC)c1ccc(C=C2SC(=S)NC2=O)cc1,-17,-2.8,-5,.,7,0.9,16,.,-6,.,14
C=CCNc1nc(-c2ccccc2)nc(-n2ccnc2)n1,-33,2.2,-14,-12,7,2.4,-1,2.0,-9,0.3,-10
CCOC(=O)c1ccc(NC(=S)NC2CCCC2)cc1,24,-1.1,2,14,-3,4.2,12,-0.3,-10,4.5,5
Cc1ccc(C(=O)N2CCC(C)CC2)cc1S(=O)(=O)N1CCCCC1,4,-1.4,1,-7,-6,1.8,6,0.8,5,6.0,8
COc1ccc(N(C(=O)c2snc(C(N)=O)c2N)C(C(=O)NC2CCCC2)c2cccs2)c(OC)c1 (centres undefined),-3,-2.6,-2,7,-2,3.1,-16,0.8,7,1.5,16
COc1ccccc1NC(=O)COc1ccccc1,10,-1.9,-6,4,-9,2.8,10,2.2,-1,1.3,11
O=C(CN1C(=O)NC2(CCCCC2)C1=O)N1CCc2ccccc2C1,11,-2.8,-13,239,12,2.4,-13,-0.5,-5,0.1,14
CCCOC(=O)C1C2C=CC(C2)C1C(=O)OCC(=O)c1ccccc1 (centres undefined),.,-1.6,-6,1,-13,-0.9,-14,1.0,3,0.3,8
CCOC(=O)C1CCCN(S(=O)(=O)c2c(C)[nH]c(C)c2C(=O)N2CCCC2)C1 (centres undefined),12,-1.7,0,52,-16,0.9,-4,-3.1,-2,0.9,9
Cc1ccc(NC(=O)c2ncn(CCCNCC3CCCO3)n2)cc1C (centres undefined),-1,-1.3,6,.,6,1.7,-18,.,4,.,6
Cc1ccc(-c2nc3cccnc3s2)cc1NS(C)(=O)=O,1,-0.3,-3,-6,3,1.9,19,-0.4,-10,0.5,2
O=C1C=C(c2ccccc2)CC(/C=C/c2ccccc2)C1 (centres undefined),22,0.1,-1,18,-9,1.7,12,-0.4,-17,-0.8,-1
COc1ccc(-c2nc(C(N)=O)c3[nH]c(=O)n(-c4cccc(C)c4)c3n2)c(OC)c1,-12,-2.1,-11,18,-13,-0.4,-11,-3.1,3,-3.1,11
C(=C\c1ccccc1)/CSc1ccccn1,-4,2.5,-8,-7,-9,3.9,0,-1.0,-6,-1.0,-12
CC(=O)NC(CCS(C)(=O)=O)C(=O)Nc1cccc(Cl)c1Cl (centres undefined),6,-0.5,-5,8,4,2.7,-26,1.0,-11,-2.7,3
Fc1ccccc1N1CCN(C2CCN(Cc3c[nH]c4ccccc34)CC2)CC1,22,-0.8,-1,0,19*,0.3,-12,2.8,-4,1.9,5
CCOc1ccc(C(=O)COC(=O)c2c(-c3ccccc3)noc2C)cc1,-13,0.5,-12,-4,-15,2.2,23,1.9,-1,-0.3,-3
CN(CC(=O)NCc1ccncc1)S(=O)(=O)c1ccc(F)cc1,-1,-2.0,-2,3,-10,1.9,-3,-2.9,2,-1.3,12
O=c1oc(-c2cccs2)nc2sc3c(c12)CCCCC3,-6,-0.8,-8,-10,1,-0.4,-2,0.2,4,-0.2,5
COCCNC(=O)C(c1ccncc1)N(C(=O)Cn1nnc2ccccc21)c1ccc(OC)cc1 (centres undefined),18,-0.3,-9,.,-3,0.6,-17,0.8,-5,0.8,2
# Later entries:
SMILES,PfHsp90 yeast 2,MOR-DOR ag,PKA-R2B act,Mot1-301 SUMO,PKA-R1A activ,phage Ecoli inh,HTR5A inv ctr,E coli growth,Tat transport,AddAB inh,OPRM1-OPRD1 inv
O=C(C1=C(O)C(=O)N(CCN2CCOCC2)C1c1cccs1)c1cc2ccccc2o1 (centres undefined),-25,-3.5,5,6,2,-3.5,14,-11,-6,-7.7,18
CCOc1ccc2c(S(=O)(=O)O)cccc2c1[N+](=O)[O-],6,0.0,-5,.,-6,4.1,-22,.,-1,.,0
CCOC(=O)C1CCCN(C(=O)CCc2nnc(-c3ccc(C(C)=O)s3)o2)C1 (centres undefined),3,0.7,4,7,-3,0.4,-5,0.8,7,1.1,-3
CCOC(=O)C(=O)NCC(c1cccs1)S(=O)(=O)c1ccc(Cl)cc1 (centres undefined),4,-1.8,5,5,-9,1.8,-4,2.8,4,0.8,9
CC(Oc1cccc([N+](=O)[O-])c1)C(=O)NCCC1=CCCCC1 (centres undefined),-18,-0.6,4,3,6,0.8,-4,0.3,6,1.2,2
COc1nccnc1NS(=O)(=O)c1ccc(N=Cc2c(C)[nH]n(-c3ccc(C)c(C)c3)c2=O)cc1,44,-1.2,-12,-22,-8,4.8,-4,4.5,3,6.2,7
Cc1ccc(C(=O)N/N=C/C=C/c2ccccc2)cc1,1,1.0,-10,-17,-9,0.1,-3,-1.4,0,-1.5,-7
O=C(Cn1c(=O)c2cccn2c2ccc(F)cc21)N1CCN(c2ccc(F)cc2)CC1,-7,-3.5,5,8,0,1.3,-3,1.6,7,2.9,19
O=C(Cn1cc2c(n1)CCCC2)N1CCOCC1,13,-0.2,7,-7,0,0.0,3,-0.9,0,2.9,1
O=C(COC(=O)CCC(=O)c1ccccc1)Nc1nnc(-c2ccccc2)o1,.,-2.5,-6,-12,2,-4.8,2,-3.4,-4,-4.4,13
O=C(CCc1nnc(Cc2ccc3c(c2)OCO3)o1)NC(c1ccccn1)C(F)(F)F (centres undefined),-7,-0.2,-1,-26,-1,3.1,-4,-1.6,-4,4.0,1
Cc1cc(C)nc(SCc2cn3ccccc3n2)n1,-4,-2.5,9,-3,11,0.9,-17,2.3,4,-0.8,14
O=C(O)c1cc(S(=O)(=O)NC(CO)C(O)c2ccc([N+](=O)[O-])cc2)ccc1Br (centres undefined),11,-2.7,-8,6,6,4.6,15,-0.3,0,0.3,13
CC(C)C(=O)Nc1cccc(NC(=S)NC(=O)c2ccccc2Cl)c1,9,-3.5,-11,-2,-4,3.8,1,3.3,-4,4.6,17
COC(=O)c1ccccc1CSc1nsc(C)c1C#N,-8,-0.3,7,-6,2,2.0,-12,-0.9,-3,-1.4,2
CCOc1ccc(N2CC(C(=O)Nc3ccccn3)CC2=O)cc1 (centres undefined),13,-1.0,-6,20,1,6.4,27,1.0,7,0.8,5
Cc1ccc(C)c(CN2CCC(CNC(=O)Nc3cccc(Cl)c3C)CC2)c1,-32,-0.3,0,-13,-4,2.1,-22,0.8,-7,-0.7,1
Cc1c(C)c2ccc(OCC(=O)N3CC[C@@]4(O)CCCC[C@H]4C3)c(C)c2oc1=O,-12,-2.8,1,-6,-5,2.2,-5,0.7,0,1.0,14
O=C1c2ccccc2C(=O)N1CCCCSc1nnc2ccccn12,3,-0.9,-1,.,6,-0.4,-2,-0.4,-6,2.1,5
COC(=O)c1sccc1NC(=O)CC1C(=O)NCCN1C(=O)Nc1ccc(F)cc1F (centres undefined),-5,-0.6,6,848*,7,3.9,-7,1.9,-4,4.1,3
Cn1c(SCC(=O)NC2CC2)nnc1C1CC1,1,-0.9,9,1,11,-0.6,20,0.7,-11,0.4,5
CC(C)c1ccc(-n2nc3ccc(N)cc3n2)cc1,-14,-0.1,-17,-5,-1,0.1,-1,2.2,-1,0.2,1
CCCOC(=O)COC(=O)c1ccccc1NC(=O)c1ccccc1,-31,-1.2,-1,-15,-7,3.7,11,-0.1,-3,1.3,6
CCc1ccc(OCC(=O)N2CC(C(N)=O)Oc3ccccc32)cc1 (centres undefined),34,0.3,-5,-3,-5,3.5,-22,1.6,5,4.6,-1
O=S(=O)(Nc1ncnc2c1oc1ccccc12)c1ccc(Cl)s1,-28,-3.1,2,16,10,2.2,-12,-1.6,-6,1.0,19
